# Screening data: PubChem BioAssay, National Center for Advancing Translational Sciences (NCATS)
# AmpC inh detg: blocks E. coli AmpC beta-lactamase in detergent assay | P00811 | AmpC hydrolysis of nitrocefin, absorbance 480 nm, 0.01% Triton | Potency, µM (doses to about 114 µM), for the others: at the top dose activity change, negative = inhibition, most hits filed as inhibitors | actives 0.041% (n = 370,000);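 also: potency is read from the fitted curve at half-maximal effect; 0% = no-compound wells and -100% = no-enzyme wells; nearly all actives have a fitted effect of over 25% in size; some results filed as inactive show a strong effect at the top dose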
# Target sequence (P00811 whole entry, looked up): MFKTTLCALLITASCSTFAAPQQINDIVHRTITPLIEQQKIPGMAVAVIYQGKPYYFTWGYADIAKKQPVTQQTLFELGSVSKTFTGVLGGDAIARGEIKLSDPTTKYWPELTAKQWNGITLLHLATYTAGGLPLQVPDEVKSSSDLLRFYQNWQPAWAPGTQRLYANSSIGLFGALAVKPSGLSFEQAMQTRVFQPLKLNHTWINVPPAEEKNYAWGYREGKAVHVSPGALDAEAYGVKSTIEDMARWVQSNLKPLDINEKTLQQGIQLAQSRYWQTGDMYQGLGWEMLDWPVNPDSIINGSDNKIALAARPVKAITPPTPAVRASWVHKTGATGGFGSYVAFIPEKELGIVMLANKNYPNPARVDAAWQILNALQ
#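 20 mM phosphate pH 7.0 + 0.01% (detergent screen) or 0.0001% Triton X-100; 5.3 nM AmpC reagent; cpd preinc 15 min RT; nitrocefin (800 uM stock) to start; A480 q20 s × 4 min; Activity was normalised to no-enzyme and no-compound control wells.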
# AmpC no deterg: inhibitors of E. coli AmpC beta-lactamase without detergent. AmpC nitrocefin hydrolysis, absorbance 480 nm, 0.0001% Triton. Potency, µM (doses to about 57.1 µM), inactives show top-dose activity change, negative = inhibition, hits mostly inhibitors. actives 0.52% (n = 330,000). AID 485341;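 also: potency is read from the fitted curve at half-maximal effect; plate controls were no compound for no effect and no enzyme for full effect; nearly all actives have a fitted effect of over 20% in size; some results filed as inactive show a strong effect at the top dose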
#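 20 mM phosphate pH 7.0 + 0.01% (detergent screen) or 0.0001% Triton X-100; 5.3 nM AmpC reagent; cpd preinc 15 min RT; nitrocefin (800 uM stock) to start; A480 q20 s × 4 min; Activity was normalised to no-enzyme and no-compound control wells.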
# HCMV antiviral: human cytomegalovirus inhibition; HFF cells, HCMV-luciferase reporter, 72 h; active compounds read low; activity change, negative = inhibition, % at 57.5 µM; AID 1259415; actives 4.5% (n = 410,000); in the data active = activity change below about -60%; inconclusive = no clear call, values can overlap the other calls; inactive = above about -39%
#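 Cell-based, HFFs, 1000 cells/well, 16 h 37C; cpds in DMSO + HCMV-luc, MOI 1 PFU/cell; 72 h 37C; OneGlo luminescence after 5 min RT; norm. to buffer vs Salinomycin 10uM.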
# AMA1 RON2 block: AMA1-RON2 (P. falciparum) interaction inhibition; Potency, µM (series often up to 58.2 µM), for inactives: top-dose activity change, negative = inhibition, most hits filed as inhibitors; actives 0.2% (n = 360,000); AID 720542; AlphaScreen AMA1-biotinylated RON2 peptide binding;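 also: potency is read from the fitted curve at half-maximal effect; 0% = vehicle wells and -100% = peptide control; nearly all actives have a fitted effect of over 45% in size; some results filed as inactive show a strong effect at the top dose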
#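 AMA1 (3D7) with his tag at 25 nM final met compounds first, then biotinylated RON2 peptide at 25 nM; detection used donor plus acceptor beads, 10 µg/mL apiece, read by AlphaScreen after 30 min at room temperature.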
# LmPK inhibitor: inhibitors of Leishmania mexicana pyruvate kinase | AID 1721 | purified LmPK, Kinase-Glo ATP luminescence, 1 h | Potency, µM (highest dose often 57.5 µM), without a hit: at the top dose activity change, negative = inhibition, actives largely listed as inhibitors | actives 0.37% (n = 290,000) | Q27686; also: potency is read from the fitted curve at half-maximal effect
# Target sequence (Q27686 whole entry, looked up): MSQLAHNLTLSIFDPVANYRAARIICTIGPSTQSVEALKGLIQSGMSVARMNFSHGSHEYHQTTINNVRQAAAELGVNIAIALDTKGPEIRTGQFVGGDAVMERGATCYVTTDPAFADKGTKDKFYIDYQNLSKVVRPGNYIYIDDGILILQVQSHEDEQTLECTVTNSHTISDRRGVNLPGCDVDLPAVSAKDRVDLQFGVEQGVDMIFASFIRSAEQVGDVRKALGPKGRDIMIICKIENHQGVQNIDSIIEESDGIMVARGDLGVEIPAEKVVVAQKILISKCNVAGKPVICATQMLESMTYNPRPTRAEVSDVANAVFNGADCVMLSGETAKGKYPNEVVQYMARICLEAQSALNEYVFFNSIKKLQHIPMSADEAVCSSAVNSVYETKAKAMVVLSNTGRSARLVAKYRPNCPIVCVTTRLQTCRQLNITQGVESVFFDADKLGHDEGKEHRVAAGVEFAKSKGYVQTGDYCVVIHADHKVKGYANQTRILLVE
#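 Pyruvate kinase activity monitored as ATP production (luciferase luminescence). Conditions: 0.1 nM enzyme, 0.5 mM PEP, 0.1 mM ADP, 1 h, RT; normalized against uninhibited and no-enzyme wells.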
# Tb PYK inh: blocks Trypanosoma brucei pyruvate kinase; Q57TT1; TbPYK enzyme, Kinase-Glo Plus ATP luminescence, 45 min; Potency, µM (doses to about 76.8 µM), for the others: at the highest dose activity, negative = inhibition, actives largely listed as inhibitors; actives 0.12% (n = 410,000); also: potency is read from the fitted curve at half-maximal effect; nearly all actives have a fitted effect of over 50% in size
#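 Glycolytic pyruvate kinase of T. brucei was incubated with substrate, test compound and 130 uM ADP for 45 minutes at room temperature. Luminescent Kinase-Glo Plus signal was measured after 10 minutes.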
# HCV inh: blocks hepatitis C virus; Huh7.5.1 HCVcc-Cre infection, luciferase reporter, 44 h; Potency, µM (highest dose often 41.8 µM), without a hit: at the top dose activity change, negative = inhibition, usual class: inhibitors; actives 3.4% (n = 340,000); AID 651820; also: potency is read from the fitted curve at half-maximal effect
#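 Antiviral activity was scored by luciferase reporter output from cells infected with HCVcc-Cre (~0.5 moi) in presence of compound, 44 h infection period, cells seeded 1,000/well 4 h prior.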
# * marks the source's active call; other numbers are inactive results; ? = inconclusive; · = not tested or not shown; & = joins results of further samples; [ ] = another dose, or the depositor's remark. Unless noted, calls follow the shape of the dose curve; as a rule, active = well fitted curve in the direction sought with a large enough effect; inconclusive = small, poorly fitted or top-dose-only effect, or another doubt; inactive = no such curve, though single readings can be large; an effect the other way counts as inactive or inconclusive. Unless noted, % is scaled to controls: 0 for no effect and ±100 for the full control effect.
canonical_smiles	AMA1 RON2 block	HCMV antiviral	AmpC no deterg	HCV inh	AmpC inh detg	Tb PYK inh	LmPK inhibitor
CCOC(=O)Cc1nnc(NC(=O)Nc2ccccc2)s1	-2.3%	2.4	-46.2%	-12.7%	-13.9%	-6.7%	0.9%
O=C(COc1ccc(-c2nnco2)cc1)Nc1ccc(F)c(Cl)c1	-3.1%	6.2	-27.8%	-29.5%	·	-1.6%	·
CCOC(=O)C1C2C=CC3(CN(C4CCCC4)C(=O)C13)O2 (stereo not drawn)	-5.0%	-9.2	-7.2%	1.5%	?	1.7%	5.4%
CC1(C)CC[C@]2(C(=O)O)CC[C@]3(C)C(=CCC4[C@@]5(C)CC[C@H](O)C(C)(C)C5CC[C@]43C)C2C1 (stereo partly drawn)	-0.5%	20.0	-6.6%	21.9%	?	0.8%	-2.0%
CCc1nnc2c(NCc3ccccc3OC)nc3ccccc3n12	·	0.0	·	·	9.7%	8.9%[15.4 µM]	·
Cc1ccc(-c2ccc3nnc(SCC(N)=O)n3n2)cc1	0.0%	0.0	-4.7%	0.7%	-10.0%	5.3%	-0.8%
CCc1ccc(-c2nc(SCC(=O)NCC3CCCO3)c(-c3ccc(F)cc3)[nH]2)cc1 (stereo not drawn)	·	-28.8	·	·	13.8%	-3.0%	·
Cc1cc(C)c(C2=NOC3C4CCC(C4)C23)c(C)c1 (stereo not drawn)	-5.4%[2.32 µM]	-63.5*	-24.8%	9.1%	-7.3%	-2.1%	2.9%
CSc1nnc2c3cc(F)ccc3n(C)c2n1	-4.0%	54.3	-14.4%	-6.2%	-16.8%	-2.8%	30.3%
CC(C)CC(=O)NC(Nc1ccccc1F)C(Cl)(Cl)Cl (stereo not drawn)	-17.6%	-28.8	-12.3%	19.1%	-12.7%	2.4%	7.0%
Cc1nn(-c2nc3ccccc3s2)c(C)c1Oc1ccccc1O	4.0%	·	-26.1%	10µM*	-12.9%	3.3%	0.2%
CC(C)(C)NS(=O)(=O)c1ccc(NC(=O)C2CCCCC2)cc1	-14.6%	10.7	-4.4%	4.9%	4.1%	-0.9%	-1.0%
CCOC(=O)c1ccc(NC(=O)COc2ccccc2CNC2CCCC2)cc1	18.8%	-28.0	-10.8%	-29.8%	-8.5%	-8.4%	2.0%
COc1ccccc1Nc1nnc(SCC(=O)NC2CCCC2)s1	6.7%	-13.3	-8.0%	7.6%	-23.6%	-2.6%	·
CCOc1ccc(NC(=O)c2cn(C3CCCCC3)c(=O)c3c2c2ccccc2n3C)cc1	·	-5.0	·	·	15.0%	-0.4%	·
CCc1ccc(N2CC(C(=O)N/N=C/c3ccccc3)CC2=O)cc1 (stereo not drawn)	20.2%	0.0	·	-2.9%	·	-7.9%	·
O=C(CSc1ccc2nnc(CCNC(=O)c3ccccc3)n2n1)NCCc1ccccc1	-17.6%	34.1	-2.1%	14.2%	4.1%	0.7%	0.8%
O=C(NC1CCCC1)c1ccc(CN2CCOCC2)cc1	-9.2%	58.8	2.0%	11.7%	4.1%	-2.5%	-1.6%
C=CCn1c(Sc2ncc([N+](=O)[O-])s2)n[nH]c1=O	3.0%	-97.1*	-45.3%	6.31µM*	-5.9%	-9.0%	5.9%
CC(C)N(C(=O)[C@H]1C[C@H](CC(=O)NCCC2=CCCCC2)C(=O)N2CCc3c([nH]c4cc(-c5ccco5)ccc34)[C@]12C)C(C)C	?	1.4	28.3%	-3.1%	·	0.6%	·
CC1=C(C(=O)OC(C)C)C(c2ccc(Cl)cc2)n2c(s/c(=C\c3ccc(OCC(=O)O)cc3)c2=O)=N1 (stereo not drawn)	-20.4%	7.3	-10.6%	-10.6%	?	-2.0%	-2.5%
C=CCN(CC=C)CCOc1ccc(C)cc1[N+](=O)[O-]	?	98.4	-16.7%	-19.8%	-6.7%	16.4%	-4.8%
CCC(C)(C)C(=O)Nc1cc([N+](=O)[O-])ccc1Cl	-21.5%	78.0	-16.8%	-28.4%	?	-4.8%	3.1%
COc1ccc(C(C)(C)C)cc1NC(=O)c1c(C)noc1C	10.7%	-33.4	-2.0%	1.8%	0.8%	6.9%	-6.5%
O=C(NCc1ccncc1)c1ccc(NS(=O)(=O)c2ccccc2)cc1	4.8%	-30.8	·	·	·	2.6%	·
Cc1ccc(O)c(NC(=O)c2cc(-c3ccccc3Cl)on2)c1	2.9%	51.2	-24.6%	5.4%	-2.5%	0.9%	-7.4%
O=C(CCCCCn1c(SCc2ccncc2)nc2ccccc2c1=O)NCc1ccco1	0.5%	-21.3	47.6%	10µM*	?	-7.8%	7.4%
Cn1c2ccccc2c(=O)c2ccc(C#Cc3ccc(N)cc3)cc21	24.2%	?	-29.1%	6.31µM*	-9.4%	2.7%	-5.1%
O=C(CCCN1C(=O)c2ccccc2C1=O)Nc1sc2c(c1C(=O)NCc1ccco1)CCC2	-8.0%	-5.4	-22.6%	-6.7%&-6.3%	-4.0%	-2.7%	1.7%
CCC(CC)=NNc1cccc([N+](=O)[O-])c1	-9.8%	-34.1	-33.6%	?	-1.2%	-13.4%	5.4%

# 2 compounds drawn at random from those above, as already listed:
canonical_smiles	AMA1 RON2 block	HCMV antiviral	AmpC no deterg	HCV inh	AmpC inh detg	Tb PYK inh	LmPK inhibitor
CCOc1ccc(NC(=O)c2cn(C3CCCCC3)c(=O)c3c2c2ccccc2n3C)cc1	·	-5.0	·	·	15.0%	-0.4%	·
CCC(CC)=NNc1cccc([N+](=O)[O-])c1	-9.8%	-34.1	-33.6%	?	-1.2%	-13.4%	5.4%

# Additional structures.
canonical_smiles	AMA1 RON2 block	HCMV antiviral	AmpC no deterg	HCV inh	AmpC inh detg	Tb PYK inh	LmPK inhibitor
COc1cc2c(cc1OC)C(COc1ccc3c(C)cc(=O)oc3c1)N(C(=O)Cc1ccc(F)cc1)CC2 (stereo not drawn)	·	6.3	·	·	3.5%	-0.4%	·
COc1cc(C(=O)OC2CSCC2NC(=O)c2ccccc2)cc(OC)c1OC (stereo not drawn)	2.7%	43.0	7.7%	?	-0.1%	-3.5%	-0.8%
COc1ccccc1CNC(=O)/C=C/c1ccc(S(=O)(=O)NCc2ccco2)cc1	0.2%	-10.7	-28.9%	?	-3.8%	-5.5%	-4.5%
N#Cc1nc(-c2ccc(F)cc2)oc1N1CCCCC1	-24.4%	-22.4	-31.7%	-11.9%	4.7%	3.4%	0.0%
COc1ccc2cc(C(=O)Nc3ccc(O)cc3)sc(=O)c2c1OC	11.6%	-20.8	?	?	-10.6%	-2.6%	-0.2%
O=C(NCc1ccccn1)c1cccn1-c1ncc(C(F)(F)F)cc1Cl	3.5%	28.2	-11.0%	9.8%	-12.2%	-0.1%	-6.7%
S=C(NCc1cccc(Cl)c1)NC1CCCCC1	-3.2%	-9.7	-14.5%	29.5%	?	-11.2%	4.1%
COC(=O)C1CCN(CC(=O)Nc2ccc3c(c2)OCCO3)CC1	19.7%	-11.2	-7.0%	3.0%	·	5.3%	·
Cc1ccc(/C=C/c2nnc(-c3cccs3)o2)cc1	13.8%	15.8	46.2%[activator]	5.8%	?	1.2%	-11.7%
C[C@]12c3[nH]c4ccc(Cl)cc4c3CCN1C(=O)[C@@H](CC(=O)NCC13CC4CC(CC(C4)C1)C3)C[C@@H]2C(=O)N1CCCCC1	-17.6%	-19.9	-18.9%	?	·	4.2%	·
O=C(CN1CCN(S(=O)(=O)c2ccccc2)CC1)N1CCCCC1	0.8%[11.6 µM]	28.5	-15.1%	19.1%	-7.1%	4.7%	·
CSc1ccccc1C(=O)N(CC1CCCO1)c1c(N)n(Cc2ccccc2)c(=O)[nH]c1=O (stereo not drawn)	-18.7%	-17.7	-22.2%	21.9%	-6.0%	-1.0%	·
COc1ccc(/C=N\NC(=O)c2cc(OCC(F)(F)F)ccc2OCC(F)(F)F)cc1	13.4%	-3.0	?	?	1.9%	1.3%	1.7%
Cc1ccc(NC(=O)c2cc(-c3ccccc3)nn2-c2ccccc2)cc1	-19.1%	-29.6	-18.2%	?	-6.0%	-8.3%	-0.9%
N=c1c(S(=O)(=O)c2ccccc2)cc2c(=O)n3ccccc3nc2n1C1CCCCC1	-12.8%	?	·	?	·	-14.5%	·
O=C(CSc1nnc(-c2ccc(C(F)(F)F)cn2)s1)c1ccccc1	-0.4%	24.3	-13.7%	24.5%	7.7%	-3.6%	4.2%
Cc1ccc(NC(=O)C(=O)NCC2CCCO2)cc1 (stereo not drawn)	2.3%	24.6	-5.3%	8.6%	-0.8%	9.4%	-5.4%
COc1cc2cc(CCCOC(=O)CCCC(=O)O)oc(=O)c2cc1OC	40.8%[activator]	44.4	-4.6%	6.5%	-6.9%	-1.6%	·
Cc1ccc(CN(Cc2cccnc2)C(=S)Nc2cccc(Cl)c2C)cc1	35.6%[activator]	?	-12.0%	?	6.3%	0.8%	0.4%
NS(=O)(=O)c1ccc(N2N=C(c3ccccc3)CC2c2ccc(F)cc2)cc1 (stereo not drawn)	64.3%[activator]	4.3	?	?	-0.5%	0.3%	5.7%
CC1=NN(c2ccccc2)C(=O)C1C(=O)c1cc([N+](=O)[O-])cc([N+](=O)[O-])c1 (stereo not drawn)	21.0%	17.1	-40.4%	16.5%	2.6%	3.6%	3.3%
CC(=O)N1CCCc2cc(S(=O)(=O)N3CCN(c4ccc(F)cc4)CC3)ccc21	·	-25.5	·	·	1.4%	-0.7%	·
COc1ccc(Cn2cc(F)c(=O)n(CCC(C)C)c2=O)cc1[N+](=O)[O-]	-1.1%	?	-6.3%	8.9%	-4.4%	1.0%	0.7%
CCN(CC(=O)NCc1ccc(Cl)cc1)C(=O)C(C)Sc1ccccc1 (stereo not drawn)	32.8%[activator]	29.3	69.0%[activator]	15.8%	-11.3%	-3.1%	-0.4%
O=Cc1ccccc1OS(=O)(=O)c1ccccc1	8.9%	-37.0	-12.5%	13.2%	-7.5%	-3.1%	-8.4%
CCOC(=O)/C=C/C(=O)Nc1nccs1	-5.5%	-0.4	0.8%	-29.9%	-7.5%	5.2%	1.9%

# Quoted from the listing.
# COc1cc(C(=O)OC2CSCC2NC(=O)c2ccccc2)cc(OC)c1OC (stereo not drawn) in AmpC no deterg → 7.7%
# Cc1ccc(/C=C/c2nnc(-c3cccs3)o2)cc1 in LmPK inhibitor → -11.7%
# COc1cc2c(cc1OC)C(COc1ccc3c(C)cc(=O)oc3c1)N(C(=O)Cc1ccc(F)cc1)CC2 (stereo not drawn) in AmpC inh detg → 3.5%
